L3MBTL1 block: blocks human L3MBTL1; Q9Y468; AlphaScreen L3MBTL1–H3K9me1 peptide binding; Potency, µM (top dose mostly 57.1 µM), inactives show at the highest dose activity, negative = inhibition, usual class: inhibitors; 230,000 tested, 0.66% active; also: potency is read from the fitted curve at half-maximal effect; % is scaled to controls: 0 for no effect and ±100 for the full control effect; nearly all actives have a fitted effect of over 60% in size
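First, the protein-peptide complex forms for 30 min at room temperature (L3MBTL1 50 nM, biotinylated H3K9me1 peptide 75 nM). Next, compounds are pin-transferred and incubated 30 min. Finally, AlphaScreen beads are added and read after 30 min.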
Luc counter: blocks Kinase-Glo luciferase, a counter-screen artifact; Q27757; Kinase-Glo luciferase, ATP luminescence, 8 min; Potency, µM (top dose mostly 38.3 µM), for the others: top-dose activity change, negative = inhibition, most hits filed as inhibitors; 200,000 tested, 0.28% active; AID 1379; also: potency is read from the fitted curve at half-maximal effect; % is scaled to controls: 0 for no effect and ±100 for the full control effect; nearly all actives have a fitted effect of over 60% in size
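Inhibition of Kinase-Glo luciferase light generation was assessed at 10 uM ATP in pH 7.2 imidazole buffer, with luminescence measured after eight minutes at ambient temperature.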
HTT aggregate: reduces HttQ103-GFP aggregates in PC12 cells | PC12 HttQ103-GFP aggregates, Acumen cytometry, 40 h | Potency, µM (top dose mostly 46.1 µM), without a hit: at the top dose activity change, negative = inhibition, hits mostly inhibitors | 220,000 tested, 1.1% active; also: potency is read from the fitted curve at half-maximal effect; % is scaled to controls: 0 for no effect and ±100 for the full control effect; nearly all actives have a fitted effect of over 60% in size
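PC12 cells with ecdysone-inducible HTT exon1 Q103-GFP, induced by 100 nM tebufenozide, given compounds in a concentration series. GFP aggregates (1–25 um, 6 SD above background) counted in lysates by laser-scanning cytometry, 488 nm excitation.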
NPSR antagonist: antagonists of human neuropeptide S receptor cAMP signaling; CHO-NPSR cells, cAMP TR-FRET, antagonist mode; Q6W5P4; Potency, µM (series often up to 38.3 µM), for inactives: top-dose activity change, negative = inhibition, hits mostly inhibitors; 220,000 tested, 1% active; also: potency is read from the fitted curve at half-maximal effect; % is scaled to controls: 0 for no effect and ±100 for the full control effect; nearly all actives have a fitted effect of over 50% in size; many of its hits are not listed in these tables
Target sequence (Q6W5P4 whole entry, looked up): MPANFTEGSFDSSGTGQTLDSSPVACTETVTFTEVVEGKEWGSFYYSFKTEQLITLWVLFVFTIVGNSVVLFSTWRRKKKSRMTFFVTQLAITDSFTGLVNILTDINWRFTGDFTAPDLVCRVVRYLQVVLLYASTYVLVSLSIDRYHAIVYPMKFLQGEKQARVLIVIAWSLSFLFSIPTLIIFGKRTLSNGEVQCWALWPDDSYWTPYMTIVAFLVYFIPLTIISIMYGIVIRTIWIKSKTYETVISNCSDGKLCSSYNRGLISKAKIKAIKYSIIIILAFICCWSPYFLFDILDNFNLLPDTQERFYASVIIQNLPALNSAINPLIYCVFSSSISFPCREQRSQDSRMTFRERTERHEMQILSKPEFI
IMPase Li cell: IMPase inhibition in cells with lithium potentiation. CHO-M1 cells, IP1 TR-FRET (IP-One), carbachol + lithium. Potency, µM (titrated, usually from 59.4 µM), inactives show at the highest dose activity, negative = IMPase inhibition, hits mostly inhibitors. 210,000 tested, 0.35% active. AID 1457;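 also: IP1 builds up when IMPase is blocked and the TR-FRET signal falls; potency is read from the fitted curve at half-maximal effect; plate controls were basal vehicle for no effect and high inhibitor control for full effect; nearly all actives have a fitted effect of over 50% in size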
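CHO cells stably expressing M1 receptor (2000/well, cultured 16–30 h) treated 30 min at 37C with compound plus low lithium. Cytosolic IP1 by TR-FRET (665/620 ratio and 620 channel) after 10 min lysis; AC50 by Hill fit.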
Epigenetic reg: derepresses silenced GFP reporter in murine cells; murine LDR cells, GFP reporter derepression, 30 h; Potency, µM (titrated, usually from 53.9 µM), for the others: at the top dose GFP activation, hits mostly activators; 280,000 tested, 0.2% active; AID 1865; also: potency is read from the fitted curve at half-maximal effect; % of control where 0% means no effect; nearly all actives have a fitted effect of over 60% in size
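Reporter derepression read as number of fluorescent GFP-positive objects, 20-120 um in size, counted by laser-scanning cytometer. Mouse LDR line with an epigenetically silenced CMV-GFP locus; compound incubation 30 h, 37 C.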
CBFb RUNX1 block: CBF-beta/RUNX1 interaction disruption. Q01196+Q13951. AlphaScreen CBFb-His/RUNX1-biotin binding, biochemical. Potency, µM (top dose mostly 59.8 µM), without a hit: at the top dose activity, negative = inhibition, most hits filed as inhibitors. 230,000 tested, under 10 active; also: % of control where 0% means no effect
Target sequence (Q01196 whole entry, looked up): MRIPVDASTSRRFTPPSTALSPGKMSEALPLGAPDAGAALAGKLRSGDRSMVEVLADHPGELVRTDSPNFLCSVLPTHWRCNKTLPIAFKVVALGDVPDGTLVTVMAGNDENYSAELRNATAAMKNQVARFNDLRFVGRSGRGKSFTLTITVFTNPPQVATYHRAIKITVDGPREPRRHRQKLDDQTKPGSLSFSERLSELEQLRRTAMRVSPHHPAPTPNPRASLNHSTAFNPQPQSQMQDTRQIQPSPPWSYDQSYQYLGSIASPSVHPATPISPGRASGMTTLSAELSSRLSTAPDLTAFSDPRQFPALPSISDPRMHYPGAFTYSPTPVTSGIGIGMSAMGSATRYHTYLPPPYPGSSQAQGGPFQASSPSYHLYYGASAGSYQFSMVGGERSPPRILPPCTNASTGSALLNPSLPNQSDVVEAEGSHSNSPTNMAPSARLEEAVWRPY
Target sequence (Q13951 whole entry, looked up): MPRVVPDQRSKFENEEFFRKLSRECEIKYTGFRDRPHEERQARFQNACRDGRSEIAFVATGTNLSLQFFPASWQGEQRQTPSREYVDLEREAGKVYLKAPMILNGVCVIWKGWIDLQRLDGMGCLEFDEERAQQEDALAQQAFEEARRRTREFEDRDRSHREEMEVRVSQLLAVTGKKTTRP
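CBFb-His/RUNX1-biotin, 30 nM each, preincubated 20 min RT; compound 15 min RT; Ni + streptavidin beads 50 ng each, 90 min RT; AlphaScreen read.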
Active calls of the source: *; ? = inconclusive; nt = no result given; [ ] = another dose, or the depositor's remark. Calls follow the shape of the dose curve; as a rule, active = well fitted curve in the direction sought with a large enough effect; inconclusive = small, poorly fitted or top-dose-only effect, or another doubt; inactive = no such curve, though single readings can be large; an effect the other way counts as inactive or inconclusive.

Results follow in this order: L3MBTL1 block | Luc counter | HTT aggregate | NPSR antagonist | IMPase Li cell | Epigenetic reg | CBFb RUNX1 block
- Cn1cnnc1SCc1ccc(C(=O)n2ncc(C#N)c2N)cc1
    nt | 1.6% | -8.1% | -5.1%[46.1 µM] | 4.4%[38.3 µM] | -1.0% | 5.4%
- CCOc1ccc(NC(=O)C2CCC(N3C(=O)C4CC=CCC4C3=O)CC2)cc1 (stereo unspecified)
    -8.4% | -0.7% | 2.4% | 7.7%[46.1 µM] | 15.5%[38.3 µM] | 0.7% | -4.0%
- COc1ccc(-c2nnc(SCCC(=O)O)n2-c2ccccc2)cc1
    nt | 1.2% | -2.6% | -20.3%[46.1 µM] | 24.1%[38.3 µM] | 0.0% | 8.2%
- COc1ccc(Cl)cc1C(=O)NNC(=O)CSc1nnnn1C
    nt | -0.6% | 32.0% | 10.5% | 1.0% | -6.9% | 13.5%
- COC(=O)C1=C(N)OC2=C(C(=O)CCC2)C1c1cccnc1 (stereo unspecified)
    5.9% | 0.8% | 27.0%[9.22 µM] | 22.0% | 5.2% | 1.0% | 4.3%
- Cc1sc(C(=O)NCc2cccnc2)c2nc(C)n(CC(=O)NCc3cccnc3)c(=O)c12
    nt | -1.3% | 2.8% | 2.5%[46.1 µM] | 26.2%[38.3 µM] | 1.0% | 0.0%
- NS(=O)(=O)c1cccc(NC(=O)COC(=O)Cn2cnc3ccccc32)c1
    nt | nt | -7.6%[9.22 µM] | 14.7% | nt | -1.5% | -0.2%
- N=C1C(c2nc3ccccc3s2)=C(O)CN1NC(=O)c1ccccc1[N+](=O)[O-]
    -4.8%[2.29 µM] | 2.5% | -8.1% | 15.3% | -10.6% | 2.4% | 2.3%
- CC1(C)CC2(CC(c3ccccc3)Oc3cc(O)ccc32)NC(=O)N1 (stereo unspecified)
    5.5% | -0.2% | 21.4%[9.22 µM] | -6.8% | -4.8% | -1.1% | -0.5%
- CCOc1ccccc1N(CC(=O)Nc1ccc(S(=O)(=O)N2CCOCC2)cc1)S(=O)(=O)c1ccccc1
    26.1% | -2.2% | ? | -28.7%[46.1 µM] | 7.1%[38.3 µM] | 8.1% | -4.1%
- CCOc1ccc(-c2noc(-c3cccnc3)n2)cc1OC
    -3.3% | -5.3% | 10.4% | 7.9%[46.1 µM] | -6.8%[38.3 µM] | -0.9% | 2.9%
- CC(NC(=O)c1sc2ccccc2c1Cl)C1CCCO1 (stereo unspecified)
    9.4% | -1.2% | 4.2% | 8.2% | -9.6% | 1.0% | 6.6%
- COc1ccc(C(=O)NNC(=O)C(Cc2ccc(O)cc2)NC(=O)c2ccccc2NC(=O)c2ccc(OC)cc2)cc1 (stereo unspecified)
    4.1% | 4.0% | -0.9% | -9.5% | ? | -1.8% | -2.6%
- COc1ccc(C(=O)NC(CC(=O)O)c2cc([N+](=O)[O-])ccc2Cl)c(SC)c1 (stereo unspecified)
    nt | 12.3% | 15.7% | -8.9% | -0.3% | 0.0% | -4.8%
- CCOc1ccccc1N1CCN(C(=O)c2ccccc2)CC1
    5.2% | -3.4% | -2.6% | -11.1%[46.1 µM] | 8.5%[38.3 µM] | -2.0% | 10.4%
- N#Cc1cccc(CS(=O)(=O)c2ccccc2)c1
    nt | 1.1% | nt | nt | 2.4% | -0.3% | -7.6%
- CNC(=O)NC(=O)CSc1nnc(C(F)(F)F)n1C
    nt | -3.8% | 17.2% | 3.1%[46.1 µM] | 34.6%[38.3 µM] | 0.6% | 5.6%
- CCOC(=O)/C=C/C(=O)N1CCN(C(=O)/C=C/C(=O)OCC)CC1
    nt | nt | 30.6%[9.22 µM] | 5.6% | nt | ? | 4.8%
- Cc1ccc(/C(CSc2nccn2-c2ncc(C(F)(F)F)cc2Cl)=N\O)cc1
    -6.1% | 1.7% | -29.4% | -16.8%[46.1 µM] | -1.0% | 0.0% | 3.1%
- CC(=O)c1c(C)[nH]c(C(=O)CSc2nnc(C3CCCCC3)n2N)c1C
    nt | 3.3% | -13.7% | -2.7%[46.1 µM] | 13.3%[38.3 µM] | -1.0% | -5.6%
- CCC(C)Nc1nc(-c2ccc3c(c2)NC(=O)CO3)cs1 (stereo unspecified)
    1.3% | 0.5% | 6.5% | ? | -4.8%[38.3 µM] | -0.9% | -2.3%
- CCn1c(=O)cc(OCC(=O)N2CCN(C(=O)c3ccco3)CC2)c2ccccc21
    0.2%[11.4 µM] | -1.3% | ? | 5.2%[46.1 µM] | 27.5%[38.3 µM] | 0.0% | 6.9%
- O=C(Nc1cccc2ccccc12)N1N=CCC1c1ccccc1 (stereo unspecified)
    nt | nt | 16.2%[9.22 µM] | -18.0% | nt | -1.0% | 15.0%
- CC1CCc2c(sc(NC(=O)CN3CCN(C(=O)c4ccco4)CC3)c2C#N)C1 (stereo unspecified)
    -8.0% | 13.7% | -30.1% | -20.8%[46.1 µM] | -13.0%[38.3 µM] | 3.1% | 7.2%
- C(=N\N=C\c1cccnc1)/c1cccnc1
    6.2% | -2.5% | -12.5% | 4.9% | 1.1% | -0.9% | -2.3%
- CCOc1cc(CNc2ccc3c(c2)OCCO3)cc(Br)c1OC
    nt | 0.2% | 9.1% | 20.7%[46.1 µM] | 33.0%[activator][38.3 µM] | 6.1% | ?
- O=C(Nc1ccc(N2CCCC2)c(Cl)c1)c1ccc([N+](=O)[O-])cc1
    -6.5% | -2.6% | -2.2% | 6.4% | -1.4% | 0.0% | 2.5%
- Cc1ccc(Nc2nnc(SCC(=O)Nc3cccc(S(=O)(=O)NC4=NCCCCC4)c3)s2)c(C)c1
    1.4% | -1.2% | 0.1% | -3.4% | 14.5% | -1.8% | 6.3%
- Cc1c(C(=O)N2CCN(c3ccccc3F)CC2)sc2nc(-c3ccccc3)cn12
    -1.8% | 2.1% | ? | ? | -9.6%[38.3 µM] | -1.1% | -4.2%
- CC(C)(C)OCC1CO1 (stereo unspecified)
    5.9% | nt | nt | nt | 7.6% | nt | -1.5%[21.7 µM]
- CS(=O)(=O)N(Cc1ccc(C(=O)NN=C2CCCC2)cc1)c1ccccc1
    -11.9% | -2.4% | -2.6% | 10.3% | -6.9% | 3.4% | -5.4%
- CCCC(=O)OCC(=O)Nc1ccc([N+](=O)[O-])cc1C#N
    12.4% | nt | -5.0%[9.22 µM] | -3.1%[7.67 µM] | nt | -0.3% | 2.5%
- COc1ccc(Cc2nc(C(=O)Nc3ccc(OC)cc3)cs2)cc1
    nt | -1.3% | -13.9% | -2.2%[46.1 µM] | 39.0%[38.3 µM] | -0.7% | 3.6%
- Cn1ccnc1C(=O)c1ccc(NN)c([N+](=O)[O-])c1
    -14.2% | -6.1% | ? | -17.8% | 5.8% | -0.4% | -23.2%
- CC(O)c1ccc(-n2cnnn2)cc1 (stereo unspecified)
    -2.1% | -0.6% | -8.5% | 10.3% | 1.3% | 1.3% | 6.9%
- CCOc1ncccc1C(=O)OCC(=O)c1ccc(C)c(C)c1
    23.2% | -1.7% | 5.2% | -5.5% | 3.9% | -1.5% | -5.2%
- Cc1nn(C2CCS(=O)(=O)C2)c(Cl)c1/C=C/C(=O)OCC(N)=O (stereo unspecified)
    0.5% | nt | 5.0%[9.22 µM] | -15.4% | nt | 1.6% | -0.6%
- Cc1ccc(C)c2[nH]c(=O)c(CN(CCN3CCCC3)C(=O)Nc3ccc(F)cc3)cc12
    -3.2% | -0.5% | 0.7% | -10.3%[46.1 µM] | -0.5%[38.3 µM] | -0.2% | 1.7%
- O=c1cc(COc2ccccc2[N+](=O)[O-])nc2sccn12
    -7.2% | nt | 5.1%[9.22 µM] | 7.7% | nt | ? | -7.2%
- O=C(NCc1ccco1)c1cc(-c2ccccc2)c(N2CCOCC2)s1
    nt | -4.4% | -13.8% | -16.9%[46.1 µM] | -0.2%[38.3 µM] | 4.4% | -11.4%

A different layout for part of the listing above.
SMILES | L3MBTL1 block | Luc counter | HTT aggregate | NPSR antagonist | IMPase Li cell | Epigenetic reg | CBFb RUNX1 block
CCOc1ccccc1N1CCN(C(=O)c2ccccc2)CC1 | 5.2% | -3.4% | -2.6% | -11.1%[46.1 µM] | 8.5%[38.3 µM] | -2.0% | 10.4%
N#Cc1cccc(CS(=O)(=O)c2ccccc2)c1 | nt | 1.1% | nt | nt | 2.4% | -0.3% | -7.6%
CNC(=O)NC(=O)CSc1nnc(C(F)(F)F)n1C | nt | -3.8% | 17.2% | 3.1%[46.1 µM] | 34.6%[38.3 µM] | 0.6% | 5.6%
CCOC(=O)/C=C/C(=O)N1CCN(C(=O)/C=C/C(=O)OCC)CC1 | nt | nt | 30.6%[9.22 µM] | 5.6% | nt | ? | 4.8%
Cc1ccc(/C(CSc2nccn2-c2ncc(C(F)(F)F)cc2Cl)=N\O)cc1 | -6.1% | 1.7% | -29.4% | -16.8%[46.1 µM] | -1.0% | 0.0% | 3.1%
CC(=O)c1c(C)[nH]c(C(=O)CSc2nnc(C3CCCCC3)n2N)c1C | nt | 3.3% | -13.7% | -2.7%[46.1 µM] | 13.3%[38.3 µM] | -1.0% | -5.6%
CCC(C)Nc1nc(-c2ccc3c(c2)NC(=O)CO3)cs1 (stereo unspecified) | 1.3% | 0.5% | 6.5% | ? | -4.8%[38.3 µM] | -0.9% | -2.3%
CCn1c(=O)cc(OCC(=O)N2CCN(C(=O)c3ccco3)CC2)c2ccccc21 | 0.2%[11.4 µM] | -1.3% | ? | 5.2%[46.1 µM] | 27.5%[38.3 µM] | 0.0% | 6.9%
O=C(Nc1cccc2ccccc12)N1N=CCC1c1ccccc1 (stereo unspecified) | nt | nt | 16.2%[9.22 µM] | -18.0% | nt | -1.0% | 15.0%
CC1CCc2c(sc(NC(=O)CN3CCN(C(=O)c4ccco4)CC3)c2C#N)C1 (stereo unspecified) | -8.0% | 13.7% | -30.1% | -20.8%[46.1 µM] | -13.0%[38.3 µM] | 3.1% | 7.2%

Continuation.
Results follow in this order: L3MBTL1 block | Luc counter | HTT aggregate | NPSR antagonist | IMPase Li cell | Epigenetic reg | CBFb RUNX1 block
- CCCc1nc(-c2ccc(-c3ccc(F)cc3)cc2)no1
    23.9% | -5.4% | ? | -19.5%[46.1 µM] | 3.1%[38.3 µM] | -9.9% | 7.5%
- Cc1ccccc1/C=N/NC(=O)c1sccc1C
    6.9% | 12.6µM* | 3.0% | 3.0% | -2.8% | 0.1% | 4.3%
- Cc1cc(NS(=O)(=O)N(C)C)ccc1C(C)C
    nt | -3.8% | -9.9% | -10.0%[46.1 µM] | 25.3%[38.3 µM] | 0.5% | 1.3%
- CSc1nc(=S)n(Cc2ccccc2)c(C)c1C(C)=O
    -1.7% | -3.0% | -9.1% | -4.3% | 1.7% | 0.0% | -3.1%

From PubChem

Only part of the results is shown; rates above refer to the full screens.
